# Screens deposited in PubChem by NCI.
# All columns: NCI-60 one-dose screen, growth in % after 48 h at 10 µM unless noted; 100 = growth as untreated, 0 = no growth, -100 = all killed.
# ACHN = ACHN renal cancer. 81,000 compounds, 4.9% hits
# CAKI-1 = CAKI-1 renal cancer; AID 1794772; 75,000 compounds, 4.7% hits
# U251 = U251 CNS tumor cells; AID 1794753; 80,000 compounds, 5.4% hits
# A498 = A498 renal cancer cells | 76,000 compounds, 5.4% hits | AID 1794774
# SN12C = SN12C renal cancer cells; 81,000 compounds, 3.8% hits
# 786-0 = 786-0 renal cancer cells; 81,000 compounds, 5.1% hits
# RXF 393 = RXF 393 renal cancer cells; 77,000 compounds, 6.9% hits; AID 1794773
# UO-31 = UO-31 renal cancer; 81,000 compounds, 5.2% hits; AID 1794768
# TK-10 = TK-10 renal cancer cells; 81,000 compounds, 3.9% hits; AID 1794769
# Active calls of the source: *; . = not tested or not shown; & = joins results of further samples. How the source made its calls: active means growth percent below 10; inactive means the rest. An excerpt; count on the stated rates, not on these rows.
# Below each SMILES – TK-10, A498, 786-0, CAKI-1, RXF 393, ACHN, SN12C, U251, UO-31
1: CN(C)CCCN1C[C@@H]2[C@H](C1)[C@@H]1C=C[C@H]2C1
→ 103, 124, 100, 93, 117, 110, 90, 123, 75
2: CCOC(=O)/C(C#N)=C/c1ccc(N(CCCl)CCCl)cc1
→ 91, 96, 84, -9.2*, 93, 73, 72, 92, 79
3: N#CCN(CC#N)[N+](=O)[O-]
→ 100, 95, 103, 95, 106, 110, 94, 104, 101
4: CC(CC(C)(C)C)C(=O)Cl (configuration not stated)
→ 104, 91, 96, 95, 108, 103, 99, 96, 96
5: Cc1ccc(NC(=O)N2CC2)cc1NC(=O)N1CC1
→ 111, ., 111, 57, 113, 85, 83, 87, 86
6: O=C(C(=O)N1CCCC1)c1cn(CCCCCCn2cc(C(=O)C(=O)N3CCCC3)c3ccccc32)c2ccccc12
→ 119, 110, 111, 88, 125, 99, 98, 99, 89
7: O=C1NC(=O)C(Cc2ccccc2)C(=O)N1
→ 110&106, 73&73, 95&103, 108&104, 115&110, 110&107, 100&104, 100&110, 92&95
8: O=[N+]([O-])/C=C\c1ccc(Cl)c(Cl)c1
→ 83, ., 74, 85, -80*, 78, 78, 19, 35
9: CC1CC=CCC12C(=O)NC(=S)NC2=O (configuration not stated)
→ 103, 73, 107, 97, 106, 106, 100, 95, 93
10: COc1ccc(CN2CCNCC2)c(OC)c1OC
→ 100, 103, 100, 90, 111, ., 98, 94, 89
11: CC(C)(N)C(O)c1ccccc1 (configuration not stated)
→ 89, 93, 97, 96, 114, 101, 99, 98, 96
12: O=c1oc2ccccc2c2c1C(c1coc3ccccc3c1=O)c1c(c3ccccc3oc1=O)O2
→ 91, 100, 107, 90, 95, 125, 120, 93, 92
13: O=C(/C=C/c1ccc(OC(F)(F)F)cc1)c1nc2ccccc2n1Cc1ccc(F)cc1
→ 96, 103, 75, 74, 76, 90, 82, 72, 61
14: CC(C)OC(=S)[S-].[Au+].c1ccc([PH+](c2ccccc2)c2ccccc2)cc1
→ -3.2*, ., 2.8*, 17, -77*, 0.7*, 17, 11, 22
15: C[N+]1(C)CCCC1c1cccnc1 (configuration not stated)
→ 111, ., 91, 98, 102, 114, 100, 94, 100
16: CC(C)[C@@H](C)/C=C/[C@@H](C)[C@H]1CC[C@@H]2[C@]1(C)CC[C@H]1[C@@]23OO[C@@]2(C[C@@H](O)CC[C@]12C)[C@H]1O[C@H]13
→ 125, ., 103, 95, 112, 101, 99, 104, 86
17: CC(=O)OC1CCC2C3C(C)CC4CC(=O)CCC4(C)C3CCC12C (configuration not stated)
→ 92, 62, 90, 74, 94, 88, 89, 86, 91
18: CCN(CC)C(=O)C(N)Cc1ccc(OC)c(N(CCCl)CCCl)c1 (configuration not stated)
→ 106, 105, 110, 33, 113, 70, 79, 83, 86
19: CCC(=O)C(c1ccccc1)(c1ccccc1)C(C)CN1CCCCCC1 (configuration not stated)
→ 92, 70, 104, 91, 93, 103, 91, 93, 69
20: CC(O)CCO (configuration not stated)
→ 95, 117, 101, 91, 105, 111, 97, 100, 94

# (more compounds)
# Below each SMILES – TK-10, A498, 786-0, CAKI-1, RXF 393, ACHN, SN12C, U251, UO-31
21: O=C(Nc1cccc(F)c1)c1c(O)[nH]c(=S)[nH]c1=O
→ 114, ., 93, 86, 98, 104, 81, 82, .
22: Cc1c([C@H](C)[C@@H]2NC[C@@H](C)C[C@H]2O)ccc2c1C[C@H]1[C@H]2CC=C2C[C@@H](O)CC[C@@]21C
→ 86, 61, 77, 72, 69, 79, 80, 86, 59
23: Cn1cccc1C1CC(=O)N(CCC[Se]C#N)C1=O (configuration not stated)
→ -70*, ., -73*, -80*, -49*, -4.5*, -3.7*, -85*, -76*
24: C=C(C)C1CNC(C(=O)O)C1CC(=O)O (configuration not stated)
→ 111&98, 129, 104&98, 105&91, 113&113, 107&105, 107&111, 101&94, 87&83
25: CN(C)C1OCC(C)(C)CO1
→ 97, 106, 102, 96, 117, 100, 103, 104, .
26: CNP1(NC)=NP(NC)(NC)=NP(c2ccccc2)(c2ccccc2)=N1
→ 86, 117, 101, ., 121, ., 105, 93, 79
27: CCOC(=O)C1(c2ccccc2)CCN(CCc2ccc(NC(=O)CCC(=O)O)cc2)CC1
→ 102, 95, 112, 85, 113, 98, 101, 102, 79
28: CC1CCN(C(Cc2ccccc2)c2ccccc2)CC1 (configuration not stated)
→ 89, 110, 59, 93, 123, 97, 103, 95, 80
29: O=[N+]([O-])c1cccc(C(Cl)Cl)c1
→ 88, 104, 105, 94, 119, 100, 98, 100, 79
30: CC(=O)[O][Hg][c]1c(C)c(C)cc(C)c1C
→ -83*, 101, 19, -84*, -45*, 34, -14*, -97*, -86*
31: NC1C[C@H]1c1ccccc1 (some centres not stated)
→ 109, 122, 99, 112, 125, 103, 102, 102, 102
32: CC(=O)OC1(c2ccccc2)CCN(C)CC1C(=O)c1ccccc1 (configuration not stated)
→ 91, ., 101, 96, 108, 107, 99, 96, 91
33: NC1(C(=O)O)CCCc2ccc(N(CCCl)CCCl)cc21 (configuration not stated)
→ 113, 81, 109, 112, 120, 97, 93, 79, 91
34: Nc1ccc(CCCCc2ccc(Cl)c(S(=O)(=O)F)c2)c(Cl)c1
→ 109, 95, 91, 91, 95, 104, 91, 99, 84
35: CCCN1C2CC[C@@H]1c1c(nc(OC)c(C#N)c1-c1ccc(Cl)cc1)/C2=C/c1ccc(Cl)cc1
→ 100, 79, 85, 87, 45, 93, 85, 90, 61
36: c1ccc(CCN2CCCCC2)cc1
→ 105, 97, 115, 100, 133, 105, 103, 100, 91
37: CC1([N+](=O)[O-])COP(=O)(NC2CCCC2)OC1 (configuration not stated)
→ 112, 106, 95&105, 95&98, 117&102, 104&107, 98&114, 104&99, 88&96
38: COc1ccc(C(c2ccc(OC)cc2)C(Cl)(Cl)Cl)cc1
→ 90, 57, 74, 68, 73, 92, 98, 90, 53
39: COc1nc2ccccc2nc1N1CC1
→ 91, 101, 106, 94, 109, 97, 103, 105, 78
40: O=C(C(=O)N1CCCC1)c1cn(Cc2ccc(Cn3cc(C(=O)C(=O)N4CCCC4)c4ccccc43)cc2)c2ccccc12
→ 86, 83, 98, 64, 75, 87, 82, 89, 50

# Down the list, quoted from above.
# RXF 393 for entries 31 to 37: 125, 108, 120, 95, 45, 133, 117&102
# A498 for entries 31 to 37: 122, ., 81, 95, 79, 97, 106
# U251 for entries 31 to 37: 102, 96, 79, 99, 90, 100, 104&99

# New compounds follow.
# Below each SMILES – TK-10, A498, 786-0, CAKI-1, RXF 393, ACHN, SN12C, U251, UO-31
41: C/C1=C/C(=O)O[C@@H]2C[C@@H](CC[C@H](C)/C=C\C=C\CC1)O[C@@](OCCc1ccccc1)([C@@H]1CSC(=O)N1)C2
→ -68*, -29*, 9.4*, -74*, -77*, 7.5*, 39, 16, -62*
42: Cc1cc2c(cc1-c1ccnc(/C=C/C(=O)O)c1)C(C)(C)CCC2(C)C
→ 115, 74, 80, 92, 79, 82, 88, 84, 62
43: c1ccc(Nc2nc(-c3ccccc3)c[se]2)cc1
→ 84, 56, 93, 56, ., 84, 86, 84, 46
44: O=[N+]([O-])c1ccc(O)c([N+](=O)[O-])c1
→ 102&99, 85&110, 95&100, 96, 103&113, 101&98, 105&100, 87&104, 92&70
45: O=S(=O)(F)c1ccc(N=C=S)cc1
→ 104, 87, 98, 95, 93, 103, 100, 93, 81
46: CC[C@H](C)[C@H](NC(=O)[C@H]1CCCCN1C)C(=O)N(C)[C@H](C(=O)NC12CC(C(=O)N[C@@H](Cc3ccccc3)C[C@H](C)C(=O)OC)(C1)C2)C(C)C
→ 98, 112, 103, 96, 108, 106, 99, 97, 95
47: NP(=O)(Oc1c2occc2cc2ccc(=O)oc12)N(CCCl)CCCl (configuration not stated)
→ 112, ., 101, 87, 45, 96, 101, 95, 93
48: O=C1NC(=O)C(=CCc2ccccc2)C(=O)N1
→ 108, 131, 101, 100, 121, 105, 100, 106, 82
49: COc1ccc(C2CC(=O)Nc3nc(N)[se]c32)cc1 (configuration not stated)
→ ., 114, 111, 104, 100, 103, 85, 35, 93
50: CCN1CCN(c2ccccc2)CC1
→ 127, 107, ., 107, 104, 98, 98, 96, 85
51: c1ccc(CCN2CCCCC2)nc1
→ 103, 107, 101, 89, 114, 92, 93, 107, 96
52: CC(C)c1ccc(OC(=O)N(C)C)cc1
→ 112, 93, 91, 98, 101, 115, 110, 99, 87
53: CCCCOCCOC(=O)CCN1CC1
→ 113, 96, 107, 94, 103, 106, 102, 98, 88
54: COc1ccc2c(c1)c(-c1nc(-c3c[nH]c4ncccc34)cs1)cn2CCN1CCOCC1
→ 42, 72, 56, ., 54, 37, 44, 46, 15
55: ClCCN(CCCl)c1nc(Cl)c(C2CC(c3ccc(Br)cc3)=NN2c2cc(Cl)cc(Cl)c2)s1 (configuration not stated)
→ 116, 104, 103, 96, 108, 116, 100, 95, 85
56: Clc1nc(Cl)nc(Nc2ccccc2Cl)n1
→ 142, 162, 107, 108, ., 103, 107, 103, 97
57: ClCc1ccc(Cl)c(Cl)c1
→ ., 96, 95, 109, ., 97, 98, 100, 91
58: CC(C)(CCO[N+](=O)[O-])C(=O)O
→ 111, 94, 98, 108, ., 115, 87, 98, 99
59: CCC[CH2][Sn]([CH2]CCC)([CH2]CCC)[O]c1ccc(Cl)cc1Cl
→ -92*, -98*, -94*, -57*, -96*, -69*, -69*, -74*, -85*
60: COc1ccc(OC)c(/C=C/C(=O)c2nc3ccccc3n2Cc2ccc(F)cc2)c1
→ 13, 116, -58*, 32, -52*, -48*, 4.8*, -74*, -44*

# New compounds follow.
# Below each SMILES – TK-10, A498, 786-0, CAKI-1, RXF 393, ACHN, SN12C, U251, UO-31
61: CC1C(C)N1C1=C(Cl)C(=O)c2ccccc2C1=O (configuration not stated)
→ 137, 101, 105, 111, 135, 97, 97, 101, 108
62: CCC(=O)c1ccc(OC)c(OC)c1
→ 101, ., 98, 97, 112, 104, 103, 93, 95
63: Cc1cccc(OP(=O)(Oc2cccc(C)c2C)Oc2cccc(C)c2C)c1C
→ 99, 92, 93, 68, 107, 89, 107, 84, 59
64: C(=NC1CCCCC1)c1c[nH]c2ccccc12
→ 116, 91, 107, 83, 125, 95, 93, 102, 74
65: COc1cc(C2c3ccc4ccccc4c3Oc3nc(N)c(C#N)c(N)c32)cc(OC)c1OC (configuration not stated)
→ ., 105, 84, 100, ., 70, 84, 98, 66
66: Nc1nc(N)n2c(N)nnc2n1
→ 111, 82, 94, 98, 109, 96, 102, 95, 70
67: CC1Cc2cc3c(cc2CN1)OCO3 (configuration not stated)
→ 90, 103, 98, 89, 123, 106, 97, 101, 89
68: Cc1ccc(-c2c[se]c(Nc3ccccc3)n2)cc1
→ 121, 71, 101, 58, ., 97, 91, 92, 66
69: CN(/C=C1/C[C@@]2(C)[C@@H](CC[C@@H]3[C@@H]2CC[C@@]2(C)[C@H]3CC[C@]2(C)O)CC1=O)c1ccccc1
→ 95, 112, 98, ., 126, 107, 102, 104, 92
70: CC1CN1P(=O)(Oc1ccccc1)N1CC1C (configuration not stated)
→ 98, 104, 104, 107, 116, 100, 96, 98, 91
71: CCOc1ccc(C=C(C#N)C#N)cc1OCC
→ 107, 93, 99, 102, 121, 107, 103, 96, 102
72: COc1ncnc2c(CN3CCN(C)CC3)c[nH]c12
→ 94, 96, 100, 96, 114, 106, 100, 102, 91
73: Oc1ccc2c3c1O[C@H]1[C@@H](O)C=CC4(O)C(C2)N(CC2CC2)CCC314 (some centres not stated)
→ 112, 96, 95, 102, 97, 101, 99, 106, 90
74: CC1CCCN1CCC(C(N)=O)(c1ccccc1)c1ccccc1 (configuration not stated)
→ 106, 111, 104, 110, 108, 105, 103, 100, 85

# Entries of single compounds, quoted from the list:
# Shown for NC1(C(=O)O)CCCc2ccc(N(CCCl)CCCl)cc21 (configuration not stated) = TK-10 = 113; A498 = 81; 786-0 = 109; CAKI-1 = 112; RXF 393 = 120; ACHN = 97; SN12C = 93; U251 = 79; UO-31 = 91
# Shown for ClCCN(CCCl)c1nc(Cl)c(C2CC(c3ccc(Br)cc3)=NN2c2cc(Cl)cc(Cl)c2)s1 (configuration not stated) = TK-10 = 116; A498 = 104; 786-0 = 103; CAKI-1 = 96; RXF 393 = 108; ACHN = 116; SN12C = 100; U251 = 95; UO-31 = 85
# Shown for CC1CCCN1CCC(C(N)=O)(c1ccccc1)c1ccccc1 (configuration not stated) = TK-10 = 106; A498 = 111; 786-0 = 104; CAKI-1 = 110; RXF 393 = 108; ACHN = 105; SN12C = 103; U251 = 100; UO-31 = 85

# Part of the list above, as labelled records:
63: Cc1cccc(OP(=O)(Oc2cccc(C)c2C)Oc2cccc(C)c2C)c1C
  TK-10: 99	A498: 92	786-0: 93	CAKI-1: 68	RXF 393: 107	ACHN: 89	SN12C: 107	U251: 84	UO-31: 59
64: C(=NC1CCCCC1)c1c[nH]c2ccccc12
  TK-10: 116	A498: 91	786-0: 107	CAKI-1: 83	RXF 393: 125	ACHN: 95	SN12C: 93	U251: 102	UO-31: 74
65: COc1cc(C2c3ccc4ccccc4c3Oc3nc(N)c(C#N)c(N)c32)cc(OC)c1OC (configuration not stated)
  TK-10: .	A498: 105	786-0: 84	CAKI-1: 100	RXF 393: .	ACHN: 70	SN12C: 84	U251: 98	UO-31: 66
